Assay outcomes as filed in PubChem.
KCNQ1 act = human KCNQ1 channel potentiation or activation. 310,000 tested, 0.35% active. P51787. CHO-K1 KCNQ1, thallium flux FluxOR fluorescence; hits give high values. B-score at 10 µM. AID 2648;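 active = fluorescence ratio B-score, a plate-corrected score, at least three library SD, with initial intensity B-score within 5 SD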
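Assay system: CHO-K1 cells stably expressing KCNQ1. Medium: assay buffer for compound exposure, DMSO matched across wells. Timing: 37 °C overnight plating, 90-min dark dye load, 20-min compound pretreatment. Signal: kinetic FluxOR fluorescence, 10 s baseline plus 110 s post-stimulus.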
KCNK3 inh = human KCNK3 channel inhibition, primary screen; O14649; CHO-KCNK3 thallium flux, FluxOR fluorescence; hits give low values; B-score at 10 µM; 340,000 tested, 0.84% active;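 active = B-score under library mean minus 4 SD, starting fluorescence ratio at most library mean plus 5 SD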;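 note: more negative B-score means stronger inhibition of thallium flux through KCNK3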
Target sequence (O14649 whole entry, looked up): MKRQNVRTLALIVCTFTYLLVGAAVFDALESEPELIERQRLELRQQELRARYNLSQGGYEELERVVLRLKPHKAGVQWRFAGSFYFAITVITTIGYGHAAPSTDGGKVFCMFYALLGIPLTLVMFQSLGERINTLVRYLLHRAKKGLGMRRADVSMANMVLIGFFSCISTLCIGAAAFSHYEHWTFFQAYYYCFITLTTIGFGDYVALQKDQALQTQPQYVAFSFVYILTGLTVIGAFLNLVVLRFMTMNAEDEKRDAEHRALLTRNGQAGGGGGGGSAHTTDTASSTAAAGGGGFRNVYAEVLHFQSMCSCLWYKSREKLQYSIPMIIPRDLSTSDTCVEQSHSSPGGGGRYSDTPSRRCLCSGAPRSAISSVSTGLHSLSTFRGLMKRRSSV
TRPC4 PAM = allosterically enhances the mouse TRPC4 cation channel; 310,000 tested, 0.42% active; B-score at 10 µM; HEK293 TRPC4beta/mu-opioid, DAMGO EC20, Fluo-4 Ca2+ flux; hits give high values;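 active = B-score of calcium response area above 5 SD of library B-scores, with initial fluorescence ratio within 5 SD of library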;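 note: B-score of integrated fluorescence ratio over time as area under calcium response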
Platelet DG rel = modulates dense granule release in human platelets; human platelet-rich plasma, SFLLRN dense granule ATP release, luminescence; 300,000 tested, 0.22% active; inhibition, %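 (compounds screened at 7.5 µM in platelet-rich plasma)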; AID 1663;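 active = mean replicate score, as percent of positive control, at or above 50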
KCNQ1 block = inhibitors of human KCNQ1 potassium channel | P51787 | B-score at 10 µM | CHO-K1 KCNQ1, FluxOR thallium flux fluorescence; hits give high values | 310,000 tested, 1.3% active;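 active = compounds whose thallium flux B-score, printed positive for inhibition, exceeds three library SD while starting fluorescence stays within three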;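 note: channel opened by potassium depolarization with thallium stimulus after 20 min compound exposure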
hERG rescue = compounds protecting human hERG from proarrhythmic drug block | Q12809 | CHO-hERG, FluxOR thallium flux, dofetilide IC70 present | activation (rescue from dofetilide block), less the hit threshold, % at 10 µM | 310,000 tested, 0.51% active;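 active = activation above the mean of controls blocked by dofetilide plus 5 SD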;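 note: thallium influx through hERG after potassium depolarization seen as dye fluorescence rise; in these data hits start at about 4.7%; inactives centre near -7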
TRPC4 block = TRPC4 (mouse) channel inhibition. Q9QUQ5. HEK293 TRPC4beta/mu-opioid, DAMGO-evoked Fluo4 calcium flux; hits give low values. B-score at 10 µM. 300,000 tested, 0.39% active;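 active = B-score over 3 SD under the library average, no early fluorescence shift, positive overall ratio signal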
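Assay system: HEK293 cells with stable TRPC4beta plus mu-opioid receptor expression. Dosing: single dose. Measured by: Fluo4 Ca2+ flux fluorescence. Also added: DAMGO in two steps, submaximal then maximal. Read-out: B score from integrated Fluo4 fluorescence ratio.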
TRPC4 act = activators of mouse TRPC4 channel; HEK293 TRPC4beta/mu-opioid, Fluo4 calcium fluorescence; hits give high values; B-score at 10 µM; 310,000 tested, 0.49% active; AID 2237;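 active = B-score above 5 SD of library B-scores, and initial fluorescence ratio not above library mean plus 5 SD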;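 note: positive B-score marks a calcium rise read as TRPC4 activation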
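Incubation: 45 min room-temperature Fluo4 loading, 110 s read / System: HEK293 cells stably co-expressing mouse TRPC4beta and mu-opioid receptor / Signal: Fluo4 fluorescence, kinetic / Control set: buffer (low) and maximal DAMGO (high) / Measure: integrated baseline-normalised fluorescence ratio, converted to per-well B score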
PolyA inhibitor = inhibitors of polyadenylation in S. cerevisiae; AID 1875; 300,000 tested, 0.02% active; S. cerevisiae SKY197-pL101 polyadenylation reporter, beta-gal luminescence; efflux-impaired pdr1/pdr3 knockout yeast; score 100 = 6 SD above DMSO; calls only at 12 µM;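 active = lowest replicate activity score at least 50, where 100 means six control SD above control mean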;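 note: yeast exposed to compound for 9 h at 30 °C; higher score means more reporter readthrough which indicates perturbed polyadenylation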
KCNK9 inh = inhibitors of human KCNK9 two-pore domain potassium channel | Q9NPC2 | HEK293 KCNK9, FluxOR thallium flux fluorescence; hits give low values | B-score at 10 µM | 310,000 tested, 1.2% active;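 active = ratio B-score over 3 SD below the library mean, with starting fluorescence within 5 SD of its mean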;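 note: negative B-score means less thallium flux so channel inhibition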
Target sequence (Q9NPC2 whole entry, looked up, the tested form may be a part): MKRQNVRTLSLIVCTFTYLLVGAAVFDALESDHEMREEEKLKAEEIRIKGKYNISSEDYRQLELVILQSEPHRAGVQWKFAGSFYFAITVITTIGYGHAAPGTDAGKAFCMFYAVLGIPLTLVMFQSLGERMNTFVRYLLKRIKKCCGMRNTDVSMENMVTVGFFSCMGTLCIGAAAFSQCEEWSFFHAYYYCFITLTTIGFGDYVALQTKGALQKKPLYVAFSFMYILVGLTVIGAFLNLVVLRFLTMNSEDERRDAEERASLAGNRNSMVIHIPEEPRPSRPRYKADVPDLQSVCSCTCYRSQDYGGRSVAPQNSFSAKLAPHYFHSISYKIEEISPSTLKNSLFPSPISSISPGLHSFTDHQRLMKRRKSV
Dyrk1A ADPGlo = Dyrk1A (rat) kinase inhibition; Q63470; ADP-Glo luminescence, NFATc1 peptide; inhibition, % at 12.5 µM; 310,000 tested, 0.43% active; AID 504441; in the data active = inhibition above about 50%;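 note: plate controls were vehicle with enzyme for no effect and no enzyme for full effect; many of its hits are not listed in these tables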
* marks the source's active call; other numbers are inactive results; i = inactive; x = no result given. A portion of the library. The share of hits here may be higher or lower than overall.

canonical_smiles	PolyA inhibitor	KCNQ1 act	Dyrk1A ADPGlo	TRPC4 act	KCNQ1 block	KCNK3 inh	hERG rescue	TRPC4 PAM	TRPC4 block	Platelet DG rel	KCNK9 inh
CCOC(=O)N1CCC(N2Cc3cccc(C(=O)O)c3C2=O)CC1	i	i	-3	i	i	i	-5	i	i	2	i
Cc1cc(C)cc(NC(=O)CSc2nnc(-c3ccc(S(=O)(=O)N4CCCC4)cc3)o2)c1	i	i	1	i	i	i	-11	i	i	1	i
CCc1ccc2[nH]c(C(=O)Nc3ccc(C)c(F)c3)cc2c1	x	i	4	i	i	i	-8	i	i	-1	i
CC(C)C1Nc2ccc(C(=O)NCCCN3CCOCC3)cc2NC1=O (configuration not stated)	i	i	-1	i	i	i	-4	i	i	1	i
COCCNC(=S)NN(c1ccccc1)c1ccccc1	i	i	10	i	i	i	-14	i	i	2	i
O=C(Nc1cc(F)ccc1F)c1cccc(-n2cnnn2)c1	i	i	1	i	i	i	-13	i	i	8	i
Cc1ccc2c(c1)C(c1ccc(F)cc1)N(C(=O)c1ccc(S(=O)(=O)N(C)C)cc1)CC(=O)N2 (configuration not stated)	i	i	-2	i	i	i	-13	i	i	9	i
c1ccc2c(c1)ncn2CCOCCOCCn1cnc2ccccc21	i	i	2	i	i	i	-9	i	i	-1	i
CCCCCC(=O)N(O)C1CC(=O)N(c2ccccc2)C1=O (configuration not stated)	i	i	-6	i	i	i	-10	i	i	-4	i
C=CCC1(N(C(C)=O)c2ccccc2C)CCCCC1	i	i	-3	i	i	i	-10	i	i	2	i
OC(CNC1CCCCC1)CNC1CCCCC1	i	i	0	i	i	i	-3	i	i	10	i
Cc1ccc(/C=C/C(=O)O)cc1S(=O)(=O)NCc1ccco1	i	i	-4	i	i	i	-4	i	i	-5	i
CC(=O)Nc1ccc(S(=O)(=O)C(C#N)c2nc3ccccc3nc2NCCCO)cc1 (configuration not stated)	i	i	0	i	i	i	-5	i	i	3	i
C=C(C)n1c(=O)[nH]c2ccccc21	i	i	2	i	i	i	-4	i	i	0	i
CCOC(=O)Cn1c(=O)oc2cc(S(=O)(=O)NC3CCCCC3)ccc21	i	i	4	i	i	i	-13	i	i	0	i
CCc1nnc(NC(=O)CSc2ncnc3c2cnn3-c2ccc(OC)cc2)s1	i	i	x	i	i	i	-10	i	i	-9	i
O=C(N/N=C/c1cccnc1)C1CC1(c1ccccc1)c1ccccc1 (configuration not stated)	i	i	11	i	i	i	-8	i	i	3	i
COc1ccc(OCC(=O)Nc2ccc(Cl)cc2)cc1	i	i	0	i	i	i	-6	i	i	7	i
CCCNC(=O)CSc1nnc(-c2ccc(F)cc2)o1	i	i	x	i	i	i	-13	i	i	-13	i
CC(c1nccs1)N(C)C(=O)CCc1nnc(Cc2c[nH]c3ccccc23)o1 (configuration not stated)	i	i	9	i	i	i	2	i	i	-2	i
CCCC[C@@H]1CNCCN1CCc1cc(C(F)(F)F)cc(C(F)(F)F)c1	i	i	0	i	i	i	-8	i	i	-6	i
COc1cc(NC(=O)CCN2CCN(c3ccccc3F)CC2)cc(OC)c1	i	i	5	i	i	i	-5	i	i	-17	i
O=C(/C=C/c1ccc(Cl)cc1)NCCc1ccccc1	i	i	-2	i	i	i	-5	i	i	11	i
CNC(=O)CN(c1cc(OCCOC)c(Cl)cc1Cl)S(=O)(=O)c1ccc(OC)cc1	i	i	-4	i	i	i	-7	i	i	-4	i
CCOc1ccc(NC(=O)CCC(=O)NNC(=O)COc2ccccc2C)cc1	i	i	-3	i	i	i	-3	i	i	-5	i
Cn1c(=O)cc(OCC(=O)NCCc2ccc(Cl)cc2)c2ccccc21	i	i	8	i	i	i	-4	i	i	0	i
CCCOC(=O)c1c(NC(=O)CCC(=O)O)sc2c1CCCCC2	i	i	2	i	i	i	-10	i	i	7	i
CCCC1NC(C(=O)O)Cc2c1[nH]c1ccccc21 (configuration not stated)	i	i	15	i	i	i	-6	i	-6*	1	i
CCc1nnc(NC(=O)c2ccc(Br)o2)s1	i	i	-5	i	i	i	-6	i	i	0	i
O=C(O)C1C2CCC(O2)C1C(=O)Nc1ccc(F)cc1 (configuration not stated)	i	i	0	i	i	i	-3	i	i	1	i
CC(=O)Oc1ccc2c(C)cc(=O)oc2c1C(=O)c1ccccc1	i	i	-5	i	i	i	-15	i	i	1	i
Cc1ccc(CNn2cnnc2SCC(=O)NC(C)(C)C)cc1	i	i	0	i	i	i	-2	i	i	10	i
O=C(O/N=C1\CCS(=O)(=O)c2sccc21)c1ccc(F)cc1	i	i	-2	i	i	i	-15	i	i	9	i
Cn1c(=O)n(C)c2cc(C(N)=O)ccc21	i	i	20	i	i	i	-6	i	i	13	i
O=S(=O)(Nc1ccc(O)c(Sc2nc3ccccc3s2)c1)c1ccc(F)cc1	i	i	3	i	i	i	-5	i	i	11	i
CC(C)N1C(=O)CCC1C(=O)NCCc1ccccc1 (configuration not stated)	i	i	-4	i	i	i	-9	i	i	-2	i
COc1cc(C(=O)OCC(=O)NCc2ccccc2)cc(NC(=O)c2ccco2)c1OC	i	i	7	i	i	i	-13	i	i	x	i
Cn1ccnc1SCC(=O)n1c2c(c3ccccc31)CCCC2	i	i	5	i	i	i	-5	i	i	3	i
NC(=O)CSc1ncnc2c1oc1ccccc12	i	i	10	i	i	i	-7	i	i	-10	i
O=C(NCc1cccc(Cl)c1)C1CCCN(c2ncnc3c2nc2n3CCCCC2)C1 (configuration not stated)	i	i	-1	i	i	i	-16	i	i	-3	i

Some of these compounds in order of SMILES length, lowest first:
canonical_smiles	PolyA inhibitor	KCNQ1 act	Dyrk1A ADPGlo	TRPC4 act	KCNQ1 block	KCNK3 inh	hERG rescue	TRPC4 PAM	TRPC4 block	Platelet DG rel	KCNK9 inh
C=C(C)n1c(=O)[nH]c2ccccc21	i	i	2	i	i	i	-4	i	i	0	i
COCCNC(=S)NN(c1ccccc1)c1ccccc1	i	i	10	i	i	i	-14	i	i	2	i
Cc1ccc(/C=C/C(=O)O)cc1S(=O)(=O)NCc1ccco1	i	i	-4	i	i	i	-4	i	i	-5	i
O=S(=O)(Nc1ccc(O)c(Sc2nc3ccccc3s2)c1)c1ccc(F)cc1	i	i	3	i	i	i	-5	i	i	11	i

(next part)
canonical_smiles	PolyA inhibitor	KCNQ1 act	Dyrk1A ADPGlo	TRPC4 act	KCNQ1 block	KCNK3 inh	hERG rescue	TRPC4 PAM	TRPC4 block	Platelet DG rel	KCNK9 inh
O=C(NNC1CC(=O)N(c2cccc(Cl)c2)C1=O)c1cccnc1 (configuration not stated)	i	i	-3	i	i	i	-9	i	i	-6	i
Cc1cc(C)c2nc3nc(C)cc(C)c3c(N)c2c1	i	i	0	i	i	i	-14	i	i	-13	i
COc1cc2c(cc1OC)C(CC(=O)O)N(C(=O)CC1CCCC1)CC2 (configuration not stated)	i	i	-3	i	i	i	-7	i	i	5	i
O=S(=O)([N-]c1nc2ccccc2nc1-[n+]1ccccc1)c1ccc(F)cc1	i	i	x	i	i	i	-12	i	i	-2	i
Clc1ccc(Cc2nc(-c3ccncc3)no2)cc1	i	i	3	i	i	i	-2	i	i	10	i
COc1ccc(S(=O)(=O)N(CC(=O)N2CCN(C)CC2)c2ccc(C)cc2)cc1Br	i	i	-12	i	i	i	-1	i	i	-9	i
CCOC(=O)c1c(-c2ccccc2)oc2ccc(O)c(CN(C)C)c12	i	i	7	i	i	i	-6	i	i	5	i
CC1(C)N=C(c2ccccc2)C(=O)N1	i	i	-7	i	i	i	-7	i	i	-2	i
CC(C)[C@H](NC(=O)c1ccccc1Cl)C(=O)NC1CCCCCC1	i	i	x	i	i	i	-11	i	i	11	i
COc1ccc(OC)c(NC(=S)NCc2ccccc2OC)c1	i	i	6	i	i	i	-7	i	i	3	i
Nc1nonc1-n1nnc(C(=O)N/N=C/c2cccc(O)c2)c1CN1CCCC1	x	i	18	i	i	i	-7	i	i	x	i
Cc1c(C(=O)N2CCN(c3ccccc3)CC2)sc2ncnc(N3CCN(c4ccccn4)CC3)c12	i	i	-2	i	i	i	-5	i	i	1	i
Cc1c(C)c(C)c(C(=O)c2ccc(NC(=O)c3ccccc3C(=O)O)cc2)c(C)c1C	i	i	0	i	i	i	-12	i	i	-1	i
O=C(COC(=O)c1cccc(C(=O)OCC(=O)NCc2ccc(F)cc2)n1)NCc1ccc(F)cc1	i	i	4	i	i	i	-8	i	i	-2	i
Nc1ncncc1-c1ccc([N+](=O)[O-])cc1	i	i	8	i	i	i	-10	i	i	-2	i
Cc1ccc(Cn2ccsc2=NC(=O)COC(=O)c2ccc(NC(=O)CC#N)cc2)cc1	x	i	2	i	i	i	-17	i	i	-47	i
COC(=O)C(C)NC(=O)COc1ccc2ccccc2c1 (configuration not stated)	i	i	0	i	i	i	-6	i	i	-7	i
COc1cc(CN2CCNC(=O)C2CC(=O)O)cc(OC)c1 (configuration not stated)	i	i	-5	i	i	i	-9	i	i	0	i
Cc1ccc(NC(=O)c2ccc(=O)[nH]n2)cc1C	i	i	1	i	i	i	-3	i	i	-6	i
Cc1ccc(NC(=S)/C(=C(\[O-])c2ccc(Cl)s2)[n+]2cccc(CO)c2)cc1C	i	i	1	i	i	i	0	i	i	1	i
